MCF10A rereplic: A quantitative high throughput screen for small molecules that induce DNA re-replication in MCF 10a normal breast cells | MCF 10A DNA re-replication, Hoechst nuclear intensity, 48 h | Potency, µM (doses to about 46.1 µM), for inactives: at the top dose activity, positive = re-replication, usual class: activators | actives 2.9% (n = 350,000) | AID 624296, 2012; also: potency is read from the fitted curve at half-maximal effect; % of control where 0% means no effect; nearly all actives have a fitted effect of over 50% in size
DRD3 agonist: qHTS of D3 Dopamine Receptor Agonist: qHTS; D(3) dopamine receptor (Homo sapiens), P35462; D3R DiscoveRx beta-arrestin cells, luminescence, 90 min; max activation, %; actives 0.58% (n = 410,000); AID 652048, 2013; in the data active = max activation above about 30%; also: 0% is about no effect; mostly tested at two doses, the higher about 12 µM
Target sequence (P35462 whole entry, looked up): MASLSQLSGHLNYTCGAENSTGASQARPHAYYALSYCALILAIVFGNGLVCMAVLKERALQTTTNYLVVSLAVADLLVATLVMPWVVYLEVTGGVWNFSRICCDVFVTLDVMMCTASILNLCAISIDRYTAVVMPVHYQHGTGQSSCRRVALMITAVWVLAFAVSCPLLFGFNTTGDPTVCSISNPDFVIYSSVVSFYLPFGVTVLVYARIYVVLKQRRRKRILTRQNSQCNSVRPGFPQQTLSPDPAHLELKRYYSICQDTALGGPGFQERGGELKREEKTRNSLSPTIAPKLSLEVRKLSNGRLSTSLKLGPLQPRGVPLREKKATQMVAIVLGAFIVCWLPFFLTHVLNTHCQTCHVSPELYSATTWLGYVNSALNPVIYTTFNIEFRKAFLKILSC
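Agonist-mode cell screen: cells plated at 1500/well and incubated overnight at 37 °C, then exposed to library compounds for 90 min at 37 °C. Detection reagent was added for 30–60 min at room temperature, and luminescence was read.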
HEK293 tox: qHTS of GLP-1 Receptor Inverse Agonists: Cytotox Screen. Potency, µM (titrated, usually from 38.3 µM), inactives show at the highest dose activity change, negative = inhibition, most hits filed as inhibitors. actives 0.13% (n = 410,000). HEK293 cAMP-luciferase reporter cells, luminescence, 24 h;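 also: loss of luciferase light is scored as toxicity; potency is read from the fitted curve at half-maximal effect; % is scaled to controls: 0 for no effect and ±100 for the full control effect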
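Compound-treated cells are incubated 24 hr at 37 deg C under 5% CO2 after a 12 hour attachment period, then luciferase detection reagent is added and luminescence is measured following 12 min at room temperature; lowered signal indicates toxicity.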
SW480 rereplic: A quantitative high throughput screen for small molecules that induce DNA re-replication in SW480 colon adenocarcinoma cells; AID 624297, 2012; actives 1.8% (n = 340,000); SW480 DNA re-replication, Hoechst DNA content imaging, 48 h; Potency, µM (highest dose often 46.1 µM), for the others: at the highest dose re-replication activation, actives largely listed as activators; also: potency is read from the fitted curve at half-maximal effect; % of control where 0% means no effect; nearly all actives have a fitted effect of over 55% in size
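Image-based read-out: total Hoechst fluorescence of nuclei (405 nm excitation, 500-530 nm emission), with hits raising the fraction of high-intensity nuclei. SW480 colon cells incubated 48 hr with compounds at 37 C.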
HT1080 IDH1KD tx: qHTS for induction of synthetic lethality in tumor cells producing 2HG: qHTS for the HT-1080-IDH1KD cell line; HT-1080 IDH1 knockdown viability, ATP luminescence, 48 h; Potency, µM (highest dose often 46.1 µM), for inactives: top-dose activity, negative = toxicity, actives largely listed as cytotoxic; AID 686971, 2013; actives 2% (n = 360,000);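 also: potency is read from the fitted curve at half-maximal effect; 0% = DMSO wells and -100% = cell-free medium wells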
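IDH1KD HT-1080 cells, 750/well, RPMI + 5% FBS; compound pinned after 2 h settling; 48 h, 37 °C; CellTiter-Glo luminescence; % activity normalised to DMSO and no-cell wells; curves fitted, classed by r2 and efficacy.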
KB-V1 MDR tox: qHTS assay for MDR1-selective chemotherapeutics: Primary screen using the drug-selected MDR subline cells KB-V1. KB-V1 MDR cells viability, CellTiter-Glo, 72 h. Potency, µM (doses to about 46.1 µM), for inactives: top-dose activity change, negative = cytotoxicity, actives largely listed as cytotoxic. actives 3.4% (n = 400,000). AID 1347076, 2019; also: potency is read from the fitted curve at half-maximal effect; % is scaled to controls: 0 for no effect and ±100 for the full control effect; nearly all actives have a fitted effect of over 60% in size
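Following 72 h at 37 degrees C with compound, KB-V1 cell viability was read by CellTiter-Glo luminescence, medium being phenol-red-free DMEM plus 10% FBS; concentration-response parameters came from normalized, curve-fitted qHTS data.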
HT1080-NT tox: qHTS for induction of synthetic lethality in tumor cells producing 2HG: qHTS for the HT-1080-NT fibrosarcoma cell line; HT-1080-NT fibrosarcoma viability, CellTiter-Glo ATP luminescence, 48 h; Potency, µM (series often up to 46.1 µM), for the others: top-dose activity, negative = less viability, hits mostly cytotoxic; actives 1.6% (n = 360,000); AID 686970, 2013;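 also: NT is the 2HG producing partner of a matched IDH1 knockdown line; potency is read from the fitted curve at half-maximal effect; 0% = DMSO-treated cells and -100% = media-only wells without cells; nearly all actives have a fitted effect of over 55% in size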
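Toxicity toward the 2HG-producing NT line was scored as %Activity, normalised to DMSO and no-cell wells, from CellTiter-Glo luminescence after 48 hours' treatment.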
KB-3-1 tox: qHTS assay for MDR1-selective chemotherapeutics: Primary screen using the parental adenocarcinoma cell KB-3-1; KB-3-1 viability, CellTiter-Glo ATP luminescence, 72 h; actives 1.4% (n = 400,000); Potency, µM (top dose mostly 46.1 µM), for inactives: top-dose activity change, negative = cytotoxic, usual class: cytotoxic; also: potency is read from the fitted curve at half-maximal effect; % is scaled to controls: 0 for no effect and ±100 for the full control effect; nearly all actives have a fitted effect of over 60% in size
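Viability of parental KB-3-1 cells, measured by CellTiter-Glo luminescence, followed a 72 h incubation at 37 °C with pinned compounds in phenol-red-free DMEM containing 10% FBS.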
IL-1B inflam inh: qHTS for Inhibitors of Inflammasome Signaling: IL-1-beta AlphaLISA Primary Screen; THP-1 LPS/ATP IL-1B secretion, AlphaLISA, 16 h; active compounds read low; activity change, % at 57.5 µM; actives 4.7% (n = 360,000); AID 743279, 2014; in the data active = activity change below about -50%; inconclusive = mostly about -30% to -49%; also: % is scaled to controls: 0 for no effect and ±100 for the full control effect
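THP-1 cells pretreated 1 hr with compounds (up to 57.5 uM final), then stimulated with LPS (250 ng/mL final) plus ATP (1.25 mM final); secreted IL-1B measured by AlphaLISA after 16 hr, decreased signal indicating inhibition.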
* = called active by the depositor; ? = inconclusive; / = not tested or not shown; [ ] = dose if it differs, or a comment. Unless noted, calls follow the shape of the dose curve; as a rule, active = well fitted curve in the direction sought with a large enough effect; inconclusive = small, poorly fitted or top-dose-only effect, or another doubt; inactive = no such curve, though single readings can be large; an effect the other way counts as inactive or inconclusive.

SMILES	MCF10A rereplic	DRD3 agonist	HEK293 tox	SW480 rereplic	HT1080 IDH1KD tx	KB-V1 MDR tox	HT1080-NT tox	KB-3-1 tox	IL-1B inflam inh
CCOc1ccccc1NC(=O)C1CCN(S(=O)(=O)c2ccc3[nH]c(=O)ccc3c2)CC1	/	3.7	10.8%	/	/	?	/	-0.8%	/
O=C(OCC(=O)c1ccc(Cl)s1)c1ccc(CO)cc1	-3.4%	0.2	1.6%	2.2%	14.2%	?	5.7%	1.3%	-8.6
COc1cc(C(=O)NNC(=S)NCc2ccco2)cc(OC)c1OC	25.7%	-1.8	-1.7%	-28.7%	5.6%	-6.4%	-9.5%	0.0%	11.2
Cc1noc(C)c1C(=O)OCC(=O)NCc1ccc(Cl)cc1	3.9%	2.5	4.7%	-5.6%	0.1%	-8.0%	12.9%	5.0%	10.5
COC(=O)c1sc(NC(=O)/C=C/c2ccc(C)o2)nc1C	2.9%	5.6	-5.9%	0.6%	5.8%	-11.3%	27.2%	?	-15.8
O=C(NCCCN1CCCC1=O)c1cncc(Br)c1	5.1%	-2.4	3.2%	0.6%	2.2%	-16.1%	3.2%	-3.7%	-5.6
COc1ccc(CCN2C(=O)C(O)=C(C(=O)c3ccco3)C2c2cccs2)cc1OC (stereo not drawn)	-2.6%	-3.9	-3.5%	8.5%[9.22 µM]	0.1%	13.7%	0.5%	15.0%	36.5
CC1CN(C2CCCCC2)c2nc3c(c(=O)n(C)c(=O)n3C)n2C1 (stereo not drawn)	1.5%	0.3	-9.8%	-17.5%	5.1%	1.5%	12.3%	4.1%	8.2
O=C(c1cc(-c2ccccc2)nn1CC1CC(c2cccnc2)=NO1)N1CCOCC1 (stereo not drawn)	-22.4%	-4.8	2.9%	-5.6%	9.0%	21.0%	11.2%	0.0%	-8.7
O=S1(=O)CCN2C(=N1)Sc1c2ccc2c1CCCC2	-9.7%	12.8	-8.7%	-19.6%	-13.7%	4.61µM*	6.6%	4.5%	4.4
CCOC(=O)C1(Cc2ccccc2C(F)(F)F)CCN(CCCn2cccn2)CC1	5.3%	-26.2	-10.3%	0.1%	-0.7%	-10.8%	-16.4%	5.8%	?
COc1ccc(NC(=O)c2ccccc2SC)cc1OC	-13.6%	-10.1	-7.5%	-5.2%	10.0%	-9.1%	8.3%	8.9%	0.0
Cc1ccc(N=Cc2nc(-c3ccc(C)cc3)oc2O)cc1	6.51µM*	2.3	1.2%	?	-6.8%	4.4%	-0.8%	-4.1%	-19.7
CCn1c(NCCCO)nc2c(c1=O)C(C)(CC)Cc1ccccc1-2 (stereo not drawn)	1.6%	-40.2	10.6%	-6.2%	?	-14.6%	?	0.0%	-57.5*
O=c1c2ccccc2sn1-c1nccs1	16.4µM*	-9.1	17.8%	?	?	-11.8%	?	-16.9%	-105.3*
O=C1CC(Cc2ccccc2)C(=O)N1CCc1ccc2c(c1)OCO2 (stereo not drawn)	-6.3%	-0.7	4.5%	-2.0%	-1.0%	0.8%	3.5%	9.3%	-12.0
O=C(N/N=C/c1cc([N+](=O)[O-])cc(Br)c1O)C12CC3CCC(CC(C3)C1)C2	?	-13.0	-4.9%	-3.5%	5.4%	?	0.0%	?	0.0
CC1(C)Cc2noc(N)c2C(C)(C)N1OC(=O)c1ccco1	1.0%	-1.1	15.9%	0.2%	0.5%	13.2%	-5.9%	-13.2%	15.9
CN1CCN(S(=O)(=O)c2ccc(NC(=S)NC(=O)c3ccccc3)cc2)CC1	-2.9%	-2.7	-6.2%	2.2%	-1.0%	-0.5%	-9.3%	6.5%	22.2
CC(C)N(C(=O)[C@H]1C[C@H](CC(=O)NCc2ccco2)C(=O)N2CCc3c([nH]c4cc(-c5ccco5)ccc34)[C@]12C)C(C)C	?	2.7	-11.6%	?	?	?	?	?	?

In the list so far, these have a Cl atom.
SMILES	MCF10A rereplic	DRD3 agonist	HEK293 tox	SW480 rereplic	HT1080 IDH1KD tx	KB-V1 MDR tox	HT1080-NT tox	KB-3-1 tox	IL-1B inflam inh
O=C(OCC(=O)c1ccc(Cl)s1)c1ccc(CO)cc1	-3.4%	0.2	1.6%	2.2%	14.2%	?	5.7%	1.3%	-8.6
Cc1noc(C)c1C(=O)OCC(=O)NCc1ccc(Cl)cc1	3.9%	2.5	4.7%	-5.6%	0.1%	-8.0%	12.9%	5.0%	10.5

Next section:
SMILES	MCF10A rereplic	DRD3 agonist	HEK293 tox	SW480 rereplic	HT1080 IDH1KD tx	KB-V1 MDR tox	HT1080-NT tox	KB-3-1 tox	IL-1B inflam inh
COc1ccc(N(C(=O)CNC(=O)c2ccco2)C(C(=O)NC2CCCC2)c2ccc(C)o2)cc1 (stereo not drawn)	-3.6%	4.7	4.6%	-6.3%	8.7%	?	2.7%	4.0%	21.6
Cn1c(=O)c2[nH]c(N=NN3CCCCC3)nc2n(C)c1=O	-0.3%	10.8	-6.9%	-1.3%	0.1%	7.5%	7.6%	-2.6%	27.0
Cn1c(=O)oc2cc(S(=O)(=O)NCCC(=O)Nc3ccc(F)cc3F)ccc21	/	6.1	0.8%	/	/	17.9%	/	2.3%	/
CNc1nc(NCc2cccc(OC)c2)c2sccc2n1	/	2.7	1.9%	/	?	-8.5%	-20.4%	-3.5%	49.9
CC(C)NC(=O)NC(=O)COc1cccc2c1OC(C)(C)C2	-8.0%	-4.6	1.5%	-7.9%	-5.3%	?	-3.8%	?	-1.0
CCCNC(=O)C1(C)CCCN(CCOc2ccccc2)C1 (stereo not drawn)	/	-0.1	5.5%	/	2.3%	-1.0%	4.6%	0.0%	-15.3
CN(C)c1ccc(/C=N/NC(=O)c2ccnn2C)cc1	-0.9%	0.7	5.3%	2.3%	-11.2%	-10.1%	-11.6%	1.1%	18.8
CCCNS(=O)(=O)c1cc2c3c(c1)CCN3C(=O)CC2	-0.3%	-0.7	-4.7%	-6.3%	0.0%	2.8%	-5.3%	2.6%	-24.6
O=S(=O)(NCc1ccco1)c1cccc(S(=O)(=O)N2CCOCC2)c1	20.5%	-0.4	3.6%	-5.1%[9.22 µM]	9.9%	2.6%	1.5%	-3.8%	-2.4
O=C1NC(=S)N/C1=C/c1ccc2c(c1)OCO2	?	5.2	-14.1%	14.9%	1.2%	?	5.1%	?	-24.8
O=C(NNC(=O)c1ccc2ncccc2c1)c1ccc(Cl)cc1	0.8%	2.2	-15.7%[7.66 µM]	1.6%	-10.3%	-17.8%	16.2%	2.0%	-0.1
COc1ccc2sc(-c3ccc(S(C)(=O)=O)cc3)c(C#Cc3cncn3C)c2c1	?	18.7	116.1%[activator]	5.8µM*	?	-0.8%	20.6µM*	-2.7%	-2.0
CC[C@]12C(=O)N(C)C[C@H]([C@@H]3C(=O)N(Cc4ccccc4)C(=O)[C@@H]31)N2C(=O)c1ccccc1	-2.7%	-0.2	?	2.6%	13.1%	?	12.6%	23.1%	18.8
CN(C)S(=O)(=O)c1cc(NC(=O)CN2CCc3ccccc32)ccc1Cl	18.4%	10.3	1.6%	-9.0%	-22.1%	-0.7%	-15.6%	-20.2%	22.0
CCc1cccc(NC(=O)C(Cc2ccccc2)NS(=O)(=O)c2ccc3c(c2)c(=O)n(C)c(=O)n3C)c1 (stereo not drawn)	/	-10.5	0.7%	/	/	26.7%	/	-15.8%	/
COc1ccc(/C=C/C(=O)N(CC(C)C)C2CCS(=O)(=O)C2)cc1 (stereo not drawn)	-0.4%	1.8	-11.5%	-12.4%	16.8%	2.5%	18.6%	11.6%	-1.0
O=C1NC(=Nc2ccccc2)S/C1=C\c1ccccc1	7.6%	-14.3	-0.8%	4.6%	1.8%	-6.2%	0.5%	?	33.7
CC(=O)Nc1ccc2c(c1)ncn2C	0.5%	2.6	-5.6%	0.3%	16.3%	15.3%	17.2%	0.6%	2.4
O=C(Nc1cccc(OCC(=O)N2CCOCC2)c1)c1cccc(Cl)c1	-2.3%	-8.6	-1.5%	-1.0%	6.1%	-0.6%	?	0.0%	37.3
O=C(CO)N/N=C/c1c2ccccc2cc2ccccc12	24.8%	-0.9	2.0%[7.66 µM]	2.7%	?	-11.6%	-0.1%	0.0%	-29.2
O=C(C/C=N/OCc1ccc(Cl)cc1Cl)c1ccccc1	-1.0%	-7.0	6.0%	2.4%	-6.8%	7.1%	-5.0%	-2.7%	19.9
COc1ccc(C=O)cc1OC1C=CCCC1 (stereo not drawn)	-1.3%	-2.3	0.5%	-21.0%	7.3%	0.0%	-1.1%	-0.9%	2.6
COC(=O)c1ccc(-n2nnc(-c3nsc(NC(=O)c4ccc(Cl)cc4)n3)c2C)cc1	/	5.5	1.6%	/	/	0.0%	/	6.2%	/
COc1cccc(NC(=O)CN2CCN(C(=O)c3ccco3)CC2)c1	9.1%	0.7	17.2%	1.4%	-21.7%	-21.3%	-0.3%	4.6%	0.5
C/C(=N\Nc1ccc(C)c(Cl)c1)c1ccncc1	32.3%	-2.5	-1.5%	11.7%	-12.1%	-2.1%	-21.4%	1.9%	-25.4

Not a hit list. About 11% of those tested had a hit in this group.
